# Screening data (PubChem)
# Bcl-B displacement: displacers of TR3 peptide from Bcl-B, primary screen, selectivity assay for Bfl-1 inhibitor project, biochemical, fluorescence polarization | FP displacement of FITC-TR3 peptide from Bcl-B; higher % means a stronger effect | displacement, % at 20 µM, or IC50 in µM where a hit was titrated | 96,000 tested, 0.11% active | AID 748;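 active = displacement above 50% at 20 µM plus a fluorescence interference ratio under 1.5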;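 note: plate controls were wells without compound for no effect and wells lacking Bcl-B protein for full effect; a part of the inactive calls stands beside numbers as strong as those of hits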
# MRP reversal: compounds reversing MRP-mediated drug resistance | 85,000 tested, 0.04% active | differential viability (reversal), % at 10 µM | H69AR cells + 2 uM doxorubicin, CellTiter-Glo, 72 h | AID 602;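 active = viability drop by adding the cancer drug above about 55%, with treated viability meeting a 40% cutoff, limit read from the data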;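 note: viability without doxorubicin minus viability with 2 µM doxorubicin for each compound; larger differential means the compound sensitizes cells more to doxorubicin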
# IL1B NFkB inh: blocks IL-1B driven NFkB nuclear translocation in HUVEC cells; HUVEC IL-1B NFkB p65 nuclear translocation imaging; inhibition, % at 2 µM; 94,000 tested, 0.43% active;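 active = inhibition above about 30% together with a positive call from visual inspection of the well image, limit read from the data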;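 note: nuclear over cytoplasmic p65 intensity ratio measured by imaging; 0% = IL-1B stimulated DMSO wells and 100% = unstimulated DMSO wells; values of inactives mirror those of a sister screen read the other way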
# NFkB transloc pot: enhances IL-1B driven NFkB nuclear translocation. HUVEC IL-1B NFkB p65 nuclear translocation imaging. activation, % at 2 µM. 94,000 tested, 0.3% active. AID 819;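 active = activation above 40%, about the mean plus 3 SD, also judged a hit on visual image review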;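 note: percent activation is computed from the nuclear over cytoplasmic p65 intensity ratio; values of inactives mirror those of a sister screen read the other way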
# PLAP inhibition: inhibition of human placental alkaline phosphatase – biochemical, luminescence, HTS (AID 690); purified PLAP, luminescent substrate; higher % means a stronger effect; inhibition, % at 20 µM, or IC50 in µM where a hit was titrated; 96,000 tested, 0.08% active; in the data active = a potency from the dose series; inactive = the rest, 99 in 100 with inhibition below about 30%; note: strong numbers were not always called active
# MRP reversal cytotoxicity: further read-out of MRP reversal, marked with its call; viability, %; H69AR cells, CellTiter-Glo, 72 h; measured here: cytotoxicity without doxorubicin
# MRP reversal with doxorubicin: further read-out of MRP reversal, marked with its call; viability, %; measured here: viability with 2 uM doxorubicin; stronger effect = lower value
# IL1B NFkB inh cell count 2 µM: also measured in IL1B NFkB inh; calls as there; cell count; measured here: cells passing quality filter;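 raw number of nuclei counted in each imaged well without normalization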
# NFkB transloc pot cell count 2 µM: second read-out of NFkB transloc pot, no call of its own (marks repeat the call); cell count; measured here: cells passing quality filter
# The depositor's hits bear a star; / = no result given. These rows are one share of the data. The share of hits here may be higher or lower than overall.
SMILES,Bcl-B displacement,MRP reversal,MRP reversal cytotoxicity,MRP reversal with doxorubicin,IL1B NFkB inh,IL1B NFkB inh cell count 2 µM,NFkB transloc pot,NFkB transloc pot cell count 2 µM,PLAP inhibition
O=S(=O)(NCc1ccccc1)c1ccc(S(=O)(=O)N(Cc2cccs2)CC2CCCO2)cc1 (configuration not stated),-9%,1,75,74,-2,170,2,170,24%
Cc1cc(C)c2nc(C(F)(F)F)nc(N3CC(C)OC(C)C3)c2c1 (configuration not stated),-6%,-8,64,72,-33,152,33,152,-28%
COc1ccc(CCNC(=O)c2nnn(-c3cccc(C)c3)c2N)cc1OC,12%,4,78,73,2,64,-2,64,-65%
O=C(O)c1cccnc1-c1ncccc1C(=O)O,5%,-10,102,112,-32,98,32,98,-13%
Cc1nn(C)c(C)c1NC(=O)c1ccc(Cl)cc1,1%,-24,73,98,-5,183,5,183,2%
Nc1nc(-c2ccccc2)cn1N,10%,/,/,/,-4,171,4,171,-8%
Cc1cc(C)c(S(=O)(=O)c2ccccc2C(=O)O)c(C)c1,5%,-4,96,100,6,168,-6,168,-35%
COc1cc(C(=O)Nc2ccc(OCC(=O)O)cc2)cc(OC)c1OC,5%,8,100,92,/,/,/,/,-9%
Cc1ccc(C(=O)OCC(=O)Nc2ccccc2N2CCOCC2)cc1,/,-9,70,79,-2,134,2,134,/
COc1ccc(-n2nc(C(=O)NCC(=O)NCC3CCCO3)c3ccccc3c2=O)cc1Cl (configuration not stated),6%,/,/,/,5,177,-5,177,-20%
CN1C(=O)CC(N2CCC(C(N)=O)(N3CCCCC3)CC2)C1=O (configuration not stated),1%,-5,100,105,0,152,0,152,16%
CCC(=O)c1ccc(N2CCN(C(=O)c3cc([N+](=O)[O-])ccc3N3CCN(C)CC3)CC2)c(F)c1,-4%,/,/,/,-5,134,-13,114,-32%
CC(=O)OCc1c(C(F)(F)F)nn(C)c1Oc1ccccc1,0%,/,/,/,/,/,/,/,-7%
Cc1cc(C)cc(N(CC(=O)Nc2c(C)n(C)n(-c3ccccc3)c2=O)S(C)(=O)=O)c1,1%,9,93,84,-3,95,3,95,-3%
Cc1cc(C(F)(F)F)nc(SCC(=O)NC2CC3CCC2C3)n1 (configuration not stated),-10%,35,95,60,6,111,-6,111,0%
O=C(Nc1ccccc1Cl)c1c(F)c(F)c(F)c(F)c1F,/,11,81,71,2,121,-2,121,/
CCCCNC(=O)CC1Nc2ccccc2NC1=O (configuration not stated),6%,-1,92,93,/,/,/,/,-31%
COc1cccc(NC(=O)N2CCCC2C(=O)NC2CC2)c1 (configuration not stated),2%,-13,91,104,-1,94,1,94,-13%
Cc1nn(-c2ccccc2)c2c1C(=O)N(c1ccccc1)C(=O)C(C)(C)C2,-12%,-9,79,89,-22,134,22,134,-25%
C=CCCCCCCCCC(=O)Nc1c[nH]c(=O)[nH]c1=O,-7%,3,90,87,10,163,-10,163,-37%

# Profiles as entered above. Order of values: Bcl-B displacement	MRP reversal	MRP reversal cytotoxicity	MRP reversal with doxorubicin	IL1B NFkB inh	IL1B NFkB inh cell count 2 µM	NFkB transloc pot	NFkB transloc pot cell count 2 µM	PLAP inhibition
# Listed for Cc1nn(-c2ccccc2)c2c1C(=O)N(c1ccccc1)C(=O)C(C)(C)C2 = -12%	-9	79	89	-22	134	22	134	-25%
# Listed for COc1ccc(CCNC(=O)c2nnn(-c3cccc(C)c3)c2N)cc1OC = 12%	4	78	73	2	64	-2	64	-65%
# Listed for COc1ccc(-n2nc(C(=O)NCC(=O)NCC3CCCO3)c3ccccc3c2=O)cc1Cl (configuration not stated) = 6%	/	/	/	5	177	-5	177	-20%

# (next part)
SMILES,Bcl-B displacement,MRP reversal,MRP reversal cytotoxicity,MRP reversal with doxorubicin,IL1B NFkB inh,IL1B NFkB inh cell count 2 µM,NFkB transloc pot,NFkB transloc pot cell count 2 µM,PLAP inhibition
CNc1oc(-c2ccc(Cl)cc2)nc1P(=O)(c1ccccc1)c1ccccc1,-10%,/,/,/,/,/,/,/,-28%
COc1cc(C(=S)N2CCCCC2)ccc1O,20%,/,/,/,-2,167,2,167,4%
Nc1nc2nc(-c3ccc(OCc4ccccc4)cc3)cc(C(F)(F)F)n2n1,3%,-9,51,61,-12,65,12,65,2%
Cc1ccc(S(=O)(=O)NNC(=O)c2cnn(-c3ccccc3)c2-n2cccc2)cc1,1%,/,/,/,8,178,-8,178,-15%
CCc1ccccc1NC(=O)CSc1ncn[nH]1,1%,2,110,108,-21,165,21,165,2%
O=C(CSc1ncn[nH]1)Nc1ccccc1Sc1ccccc1,6%,/,/,/,6,193,-6,193,-90%
CCn1c(SCC(=O)Nc2nc(C)c(C)s2)nnc1-c1cccs1,/,8,92,84,-10,176,10,176,/
C=C(C)CN1C(=O)c2ccccc2C1=O,-2%,4,96,92,8,187,-8,187,11%
O=C(/C=C/c1cc2c(cc1Br)OCO2)NCc1ccc(Cl)cc1,-6%,/,/,/,-12,160,12,160,8%
Cc1cc(C)c(NC(=O)NC(=O)c2cccc(F)c2)c(C)n1,-11%,-7,101,108,-1,114,1,114,16%
COC1=CC(=O)OC12CCCCC2,1%,5,84,78,1,108,-1,108,4%
CCOC(=O)Nc1ccc2c(CN3C(=O)NC4(CCCC4)C3=O)cc(=O)oc2c1,/,-17,54,72,1,152,-1,152,/
Cc1csc2ncc(C(=O)Nc3ccon3)c(=O)n12,/,-5,79,85,-11,135,11,135,/
CCOC(=O)N1CCC(Nc2ccc3nnc(-c4ccccc4)n3n2)CC1,-3%,23,52,30,1,153,-1,153,-56%
Cc1ccccc1C(=O)c1cccn1CC(=O)N1CCCCCC1,6%,-6,78,84,-34,124,34,124,3%
CN(CC(=O)Nn1cnnc1)S(=O)(=O)c1ccccc1,8%,-3,94,97,-18,81,18,81,8%
O=C(Cn1cccc1C(=O)c1ccccc1)NCCCN1CCOCC1,-6%,7,97,90,11,92,-11,92,-23%
[N-]=[N+]=CC(=O)CC(c1ccccc1)N1C(=O)c2ccccc2C1=O (configuration not stated),-7%,-13,102,116,-3,116,3,116,-102%
COc1ccc(CCC(=O)NCc2cn3ccsc3n2)cc1,/,36,99,63,2,59,-2,59,/
O=C(C1CCCC1)N(c1ccccc1)C1C=CS(=O)(=O)C1 (configuration not stated),-8%,14,95,81,/,/,/,/,-16%
COc1ccc(OC)c(C(c2nnnn2C2CCCC2)N2CCN(c3ccc(F)cc3)CC2)c1 (configuration not stated),0%,4,95,91,-5,107,5,107,-57%
CCn1ncc(CNC(=O)CCSc2nc(-c3ccco3)cc(C(F)(F)F)n2)c1C,/,6,80,74,-8,135,8,135,/
COc1ccc(-c2nc3n(c2Br)CCC3)cc1,1%,/,/,/,12,112,-12,112,0%
O=C(CN1CCc2[nH]c3ccccc3c2C1)N1CCCCC1,-8%,-5,96,100,/,/,/,/,8%
COc1ccc(-n2c(NC(=O)c3ccco3)c(C#N)c3nc4ccccc4nc32)cc1,-177%,/,/,/,11,164,-11,164,-9%
CCOC(=O)N1CCN(c2ccccc2O)CC1,-8%,/,/,/,-4,174,4,174,4%
O=C(O)C1CC=CCC1C(=O)Nc1cccc(Cl)c1 (configuration not stated),6%,-10,98,108,-11,139,11,139,-9%
N#Cc1c(NC(=O)CSc2ncn[nH]2)sc2c1CCCCC2,-4%,-60,28,88,/,/,/,/,-9%
C/C(=N\NC(=O)c1ccc(C)cc1)C1C(=O)c2ccccc2C1=O,/,-2,79,80,6,113,-6,113,/
COc1cc(CC(=O)OCC(=O)Nc2cc(S(=O)(=O)N3CCCC3)ccc2Cl)cc(OC)c1OC,-7%,/,/,/,-14,157,14,157,-6%
CCOC(=O)c1nnc2ccnn2c1N,-8%,-14,90,104,-2,123,2,123,-12%
O=C(Nc1cc2c(cc1Br)OCCO2)c1ccco1,/,13,90,77,-12,157,12,157,/
COc1ccccc1N(Cc1cc2cccc(C)c2[nH]c1=O)C(=O)C(C)C,-3%,-2,95,97,5,107,-5,107,4%
COc1cccc(-n2c(C)nc3cc(C(=O)O)ccc32)c1,6%,18,95,77,/,/,/,/,-37%
COCCCNC(=O)Cn1nnc(-c2ccccc2NC(=O)c2ccc(F)cc2)n1,5%,13,72,59,-32,152,31,152,9%
OC1CN=C2C=CC=CN2C1 (configuration not stated),14%,14,104,90,-24,119,24,119,5%
O=C(C1COc2ccccc2O1)N1CCN(c2ccccc2)CC1 (configuration not stated),1%,18,101,82,/,/,/,/,-48%
COC(=O)CNC(=O)c1c(-c2c(Cl)cccc2Cl)noc1C,-5%,-9,92,101,-4,193,4,193,1%
CCN1C(=O)C(CC(=O)Nc2cc(C)ccc2C)SC1=Nc1ccc(S(N)(=O)=O)cc1 (configuration not stated),-2%,9,97,89,1,166,-1,166,-18%
NC(=O)c1oc2ccccc2c1NC(=O)C1CCCCC1,0%,-11,93,104,/,/,/,/,-6%
COCCCNc1nc(-c2ccncc2)nc2ccccc12,10%,-13,46,59,-12,121,12,121,6%
CN(CCO)c1c2c(nc3cc(-c4cccc(F)c4)nn13)CCCC2,-4%,-12,60,72,12,159,-12,159,-20%
COc1cccc(CNC(=O)Nc2cccs2)c1,-10%,-4,91,95,10,157,-10,157,-2%
CCCCC1CCC(C(=O)NCc2ccc3c(c2)OCO3)CC1 (configuration not stated),6%,1,98,97,-11,170,11,170,18%
Cc1cccc(C(=O)NCCN2CCN(c3ccccc3)CC2)c1,-1%,-24,83,107,2,157,-2,157,-12%
Cc1ccc(Cn2nnc3c(=O)n(Cc4cc(C)ccc4C)cnc32)cc1,/,6,89,84,5,92,-5,92,/
Cc1ccc(Cl)cc1N(Cc1ccc(C(=O)NCc2cccnc2)cc1)S(=O)(=O)c1ccccc1,-11%,/,/,/,1,82,-1,82,-39%
O=C(O)CCc1nc2cccnc2n1Cc1ccccc1,-5%,-24,73,97,-18,100,18,100,5%
COCCn1nnnc1C(c1ccc(OC)cc1)N1CCN(c2ccccc2F)CC1 (configuration not stated),/,/,/,/,7,193,-7,193,/
CC(C)CC(c1nnnn1CC1CCCO1)N1CCN(c2nc3ccccc3s2)CC1 (configuration not stated),5%,12,97,84,/,/,/,/,-16%
CCOC(=O)c1[nH]c2cc(OC)c(OC)cc2c1NC(=O)CN(C)C1CCCCC1,10%,-9,80,89,4,159,-4,159,-88%
CC1CN(C(=O)C2CCCCC2)C(C)CN1C(=O)C1CCCCC1 (configuration not stated),-4%,-18,81,99,-2,122,2,122,-53%
O=C(CSc1n[nH]c(-c2ccncc2)n1)NC1CCS(=O)(=O)C1 (configuration not stated),12%,-3,100,103,-4,206,4,206,-25%
COc1ccccc1OC(=O)c1cc(Cl)nc2ccccc12,2%,/,/,/,13,151,-13,151,-10%
CCc1nnc(NC(=O)CSc2nnc(-c3ccc(S(=O)(=O)N(CC)CC)cc3)n2CC)s1,5%,-2,100,102,11,62,-11,62,-56%
FC(F)(F)c1nc2ccccc2nc1N/N=C/c1c(Cl)cccc1Cl,0%,/,/,/,5,112,-5,112,27%
O=c1cc(N2CCN(Cc3ccccc3)CC2)[nH]c(=O)n1Cc1ccc(F)cc1,-16%,5,98,93,-37,145,37,145,9%
CN(C)C(/C=C/Nc1ccc(F)cc1)=C(C#N)C#N,-8%,/,/,/,/,/,/,/,26%
Cc1ccc(C(=O)Nc2nc(=O)n(C(=O)CC(C)C)s2)cc1,-1%,/,/,/,/,/,/,/,-18%
CCCn1c(N)c(Sc2ccccc2)c(=O)n(CCC)c1=O,4%,-1,93,94,11,169,-11,169,5%
COc1ccc(CCNC(=O)c2nc3ncccn3n2)cc1OC,-5%,18,97,79,-20,129,20,129,13%
CC(=O)Nc1ccc(NC(=O)C2CCCN(c3nnc(-n4cccc4)s3)C2)cc1 (configuration not stated),-3%,/,/,/,-9,107,9,107,2%

# Part of the list above in a different format:
canonical_smiles	Bcl-B displacement	MRP reversal	MRP reversal cytotoxicity	MRP reversal with doxorubicin	IL1B NFkB inh	IL1B NFkB inh cell count 2 µM	NFkB transloc pot	NFkB transloc pot cell count 2 µM	PLAP inhibition
Cc1ccc(Cl)cc1N(Cc1ccc(C(=O)NCc2cccnc2)cc1)S(=O)(=O)c1ccccc1	-11%	/	/	/	1	82	-1	82	-39%
O=C(CSc1n[nH]c(-c2ccncc2)n1)NC1CCS(=O)(=O)C1 (configuration not stated)	12%	-3	100	103	-4	206	4	206	-25%
